High-throughput results deposited in PubChem BioAssay by The Scripps Research Institute Molecular Screening Center.
OX1R antag-1 = human HCRTR1 antagonism | CHO/OX1R cells, Fluo-8 calcium fluorescence, orexin A | inhibition, % at 5 µM | 0.43% of 330,000 active | AID 434989;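 active = inhibition above its plate's threshold, mean inhibition of all tested compounds on the plate plus 3 SD, cut at about 37% in these data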;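 note: 0% = orexin A challenge wells and 100% = SB-334867-A antagonist wells; not every result past the cut was called active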
Target sequence (O43613 whole entry, looked up): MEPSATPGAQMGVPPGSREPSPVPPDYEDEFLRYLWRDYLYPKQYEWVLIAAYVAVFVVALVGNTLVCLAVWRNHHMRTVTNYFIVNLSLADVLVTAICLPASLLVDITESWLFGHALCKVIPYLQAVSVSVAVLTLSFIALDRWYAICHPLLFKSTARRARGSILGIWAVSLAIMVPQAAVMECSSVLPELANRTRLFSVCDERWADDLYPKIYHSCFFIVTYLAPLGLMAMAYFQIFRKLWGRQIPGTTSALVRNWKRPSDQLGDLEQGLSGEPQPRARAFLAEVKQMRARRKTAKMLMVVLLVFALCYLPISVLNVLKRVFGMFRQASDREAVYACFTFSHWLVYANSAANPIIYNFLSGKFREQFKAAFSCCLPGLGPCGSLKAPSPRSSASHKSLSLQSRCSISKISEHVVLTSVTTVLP
OX1R antag-2 = blocks the human orexin 1 receptor; O43613; OX1R-expressing cells, FRET antagonist read-out; inhibition, % at 6.6 µM; 1.8% of 330,000 active; AID 485270; in the data active = inhibition mostly above about 38%, no sharp cut-off; inactive = mostly below about 40%;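 note: 0% = agonist challenge alone and 100% = reference antagonist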
* = called active by the depositor.

The line under a structure holds: OX1R antag-1 | OX1R antag-2
COCCCNC(=O)CSC1=Nc2ccccc2C2=NC(Cc3c[nH]c4ccccc34)C(=O)N12 (centres undefined)
  -12 | 17
CC1CCN(CCCn2c(SCC(=O)Nc3ccccc3Cl)nc3ccccc3c2=O)CC1
  -15 | 4
N=C1c2ccccc2CN1NC(=O)COc1ccc(Cl)cc1
  -21 | 6
O=C(CNC(=O)c1ccc2ccccc2c1)NC1CCCCC1
  -25 | 8
COC(=O)[C@@]1(C)[C@H]2C(=O)N(Cc3ccccc3)C(=O)[C@H]2[C@H]2CN=C(SC)N21
  -9 | 3
COc1cccc(CNCc2ccc(C(=O)O)cc2)c1OC
  -11 | 5
CCCC(=O)NC1=C(C#N)C2(CCCC2)Cc2ccccc21
  -23 | 18
NC(=O)c1ccccc1N/C=C/C(=O)c1ccco1
  -21 | 34
CCOc1c(C)cc(S(=O)(=O)NCc2cccnc2)c(C)c1C
  -15 | 0
Cc1nn(-c2cc(C)c3ccccc3n2)c2c1CCC2
  -4 | -1
CCOC(=O)C(=CNc1ccccc1N1CCOCC1)C(=O)OCC
  -34 | 6
Cc1cc2c(ncn2C(C)C)c(NS(=O)(=O)c2ccc(F)cc2)c1C
  -16 | 18
COc1ccc(NC(=O)c2ccco2)cc1NC(=O)c1cccs1
  -19 | 7
CN(CCOc1cccc2ccccc12)Cc1ccccc1
  -35 | 16
O=C(O)CCn1c(SCc2cccc3ccccc23)nc2ccccc21
  -26 | 68*
Nc1ccccc1N1CCOCC1
  -38 | 15
Cc1[nH]c2ccc(C(=O)NCCN3CCCCCC3)cc2c1C
  -12 | 14
COc1ccccc1C(=O)NCCn1cc(SCC(=O)NCc2ccco2)c2ccccc21
  -20 | 12
N#Cc1ccc(CNC(=O)N2CCOCC2)cc1
  -2 | 1
Nn1c(Cc2cccc3ccccc23)nnc1SCc1ccccc1Cl
  -20 | 30
C=CCC1(CC=C)CCCN1C(=O)c1cc(COc2ccc(C)nc2)on1
  7 | 20
COc1ccc2c(COC(=O)CNS(=O)(=O)c3ccc(C)c(C)c3)cc(=O)oc2c1
  0 | 2
N#C/C(=C\c1cccs1)C(=O)Nc1nccs1
  -8 | 14
COC(=O)C1=C(C(C)=O)C(c2ccc(C)cc2)n2nnnc2N1 (centres undefined)
  -4 | 12
CCCC1OC23CCCCC2C(C#N)(C(=N)O3)C1(C#N)C#N (centres undefined)
  -6 | 31
CCC(NC(=O)OCc1ccccc1)C(=O)Oc1ccc2ccc(=O)oc2c1 (centres undefined)
  -21 | 2
COCCNC(=O)c1ccccc1NC(=O)c1cc(OC)cc(OC)c1
  -24 | 33
CC(C)c1nnc(NC(=O)CCC(=O)NCc2ccco2)s1
  -2 | 13
CCOc1ccc(NC2c3ccccc3C(=O)N2Cc2ccc3c(c2)OCO3)cc1 (centres undefined)
  -32 | -3
CCn1c(SCC(=O)O)nnc1-c1cc2c(C)nn(-c3ccccc3)c2s1
  -7 | 8

Quoted from the listing:
OX1R antag-1 with N=C1c2ccccc2CN1NC(=O)COc1ccc(Cl)cc1 : -21
OX1R antag-1 with COc1cccc(CNCc2ccc(C(=O)O)cc2)c1OC : -11
OX1R antag-1 with COc1ccc(NC(=O)c2ccco2)cc1NC(=O)c1cccs1 : -19
OX1R antag-1 with Cc1[nH]c2ccc(C(=O)NCCN3CCCCCC3)cc2c1C : -12
OX1R antag-2 with N#Cc1ccc(CNC(=O)N2CCOCC2)cc1 : 1

OX1R antag-2, what is marked active above
The line under a structure holds: OX1R antag-1 | OX1R antag-2
O=C(O)CCn1c(SCc2cccc3ccccc23)nc2ccccc21
  -26 | 68*

Continuation.
The line under a structure holds: OX1R antag-1 | OX1R antag-2
COc1ccc(-c2c(-c3ccccc3OC)sc3ccccc23)cc1C=O
  -17 | -2
COC(=O)c1c(NC(=O)c2ccco2)sc2c1CCN(C(C)C)C2
  -14 | 30
CCCOc1ccc(C2/C(=C(\O)c3c(C)[nH]c(C(=O)OC)c3C)C(=O)C(=O)N2CCN(C)C)cc1 (centres undefined)
  -1 | 16
CSc1ccccc1NC(=O)c1cc2c(=O)n3ccccc3nc2s1
  -7 | 7
CCCCOc1ccc(C(=O)NCCOc2cccc(OC)c2)cc1
  -22 | 14
Cc1cc(NC(=O)CSc2nc(=O)n(CCN(C)C)c3c2CCCC3)no1
  -24 | 11
CCCCCCCC(O)CC(CC1CCCCC1)C(=O)NN (centres undefined)
  -15 | 9
COc1ccc(C(O)c2nccc3cc(OC)c(OC)cc23)cc1OC (centres undefined)
  -24 | 10
COc1ccc(CNC(=O)C[C@H]2C[C@H](C(=O)N(C(C)C)C(C)C)[C@@]3(C)c4[nH]c5ccc(Cl)cc5c4CCN3C2=O)cc1OC
  -22 | 15
CCCCOc1cccc(-c2cc(C(=O)NNC(=S)NCC)c3ccccc3n2)c1
  -18 | 1
COCCCNC(=O)C1CC(=O)OC1c1ccc(OC)c(OC)c1 (centres undefined)
  11 | 15
Cc1cc(C)nc(SCC(=O)Nn2cnnc2)n1
  0 | 8
COc1ccc(N2C(=O)CSC23C(=O)Nc2ccccc23)cc1OC (centres undefined)
  1 | 1
O=C(NCC[C@@H]1C[C@@H]2C=C[C@H]1C2)c1cc(COc2ccc(F)cc2F)on1
  -6 | 10
CC1CCCN(CCOc2ccc3ccccc3c2Br)C1 (centres undefined)
  -16 | 3
Clc1ccc(Cn2cc(Br)cn2)cc1Cl
  -22 | 22
CCOC(=O)C(C)Oc1ccc2c(CC)cc(=O)oc2c1C (centres undefined)
  -27 | 20
O=C1Cc2cccc3cccc1c23
  -3 | 4
Cc1ccccc1OCCNC(=O)/C=C/c1ccc([N+](=O)[O-])cc1
  -3 | 27
Fc1ccc(NC(=S)N2N=CCC2c2ccccc2)cc1 (centres undefined)
  -11 | 14
COc1cccc(CC(Cc2nc3ccccc3[nH]2)c2nc3ccccc3[nH]2)c1 (centres undefined)
  -25 | -44
O=C(O)Cc1c(C(=O)O)nnn1-c1cccc(C(F)(F)F)c1
  -20 | 6
COc1ccc(OC)c(NC(=O)CSc2ncnc3c2cnn3-c2ccccc2Cl)c1
  52* | 45
CCC/C(=N\NC(=O)C1CC1)c1ccccc1
  -11 | 4
CCN(CC(=O)Nc1c(F)cccc1F)C(=O)c1ccc(N2CCCCC2)c([N+](=O)[O-])c1
  -16 | 34
CCOC(=O)c1ccc(NC(=O)Nc2cccc(C)n2)cc1
  -11 | 16
CCCNC(=O)CS(=O)Cc1nc(-c2ccccc2C)oc1C (centres undefined)
  -27 | 8
CC(C)NC(=O)COC(=O)c1ccc(S(=O)(=O)N2CCCC2)cc1
  -11 | 8
O=C(CN(C(=O)c1ccc(Cl)cc1)N1C(=O)C2CCCCC2C1=O)c1ccc(Cl)cc1 (centres undefined)
  -15 | 6
CCCCN1C(=O)/C(=C2/Sc3ccccc3N2C)S/C1=N\c1ncn[nH]1
  -30 | 25
COc1ccc(OCC(=O)N2c3ccccc3CC2C)c([N+](=O)[O-])c1 (centres undefined)
  -30 | 11
O=C(Nc1nccs1)c1cccnc1
  -16 | 4
CCn1c(SCC(=O)NC2CC2)nnc1-c1ccc(OC)cc1
  -14 | 6
COc1cc(NC(=S)NCCCN2CCOCC2)c(OC)cc1NC(=O)c1ccco1
  -23 | 5
O=C(NCCN1CCOCC1)/C(=C/c1ccc(F)cc1)NC(=O)c1ccccc1
  -9 | 11
O=C(Nc1cnccn1)Nc1ccccc1Cl
  -10 | 11
O=C(C[C@H]1C/C=C\C[C@@H](Cc2ccc(F)cc2)C(=O)OC[C@H]2CCCN2C1=O)N[C@@H](CO)Cc1ccccc1
  -27 | 10
CC(Sc1nnc(N)s1)C(=O)Nc1ccc(N2CCOCC2)cc1 (centres undefined)
  -4 | 23
COCCNC(=O)c1ccc(C(=O)NCCOC)s1
  1 | 3
CC(C)NC(=O)N1c2ccccc2Sc2ccccc21
  -35 | 11
COCCN(Cc1nnc(-c2cccs2)o1)C(=O)c1cccc(S(=O)(=O)N2CCOCC2)c1
  -17 | 0
CCOc1ccc(C(=O)NCC2OCCc3ccccc32)cc1 (centres undefined)
  -21 | 9
CCC(N=c1cc(-c2ccc(OC)c(OC)c2)oc2ccc(C)cc12)C(=O)O (centres undefined)
  -27 | 28
O=C(COC(=O)CCc1c[nH]c2ccccc12)Nc1ccccc1C(F)(F)F
  -5 | 4
COCc1ccc(C(=O)N2CCCC(CCC(=O)NCc3ccccc3F)C2)o1 (centres undefined)
  -13 | 4
Cc1cccc(NC(=O)CSc2nc(NS(=O)(=O)c3ccccc3)cc(=O)[nH]2)c1
  -11 | 12
CCOC(=O)c1c(S(=O)(=O)N2CCCC(C(=O)Nc3cccc(C)n3)C2)c(C)n(C)c1C (centres undefined)
  2 | 19
CC(C)c1ccc(C2NC(=O)c3ccccc3O2)cc1 (centres undefined)
  0 | 3
Cc1ccc(NC(=O)CC2SCCNC2=O)cc1[N+](=O)[O-] (centres undefined)
  -11 | 26
COc1ccc(CN(C(=O)CN2C(=O)COc3ccccc32)C2CCCC2)c(OC)c1
  29 | 58*
CSc1nnc(-c2ccc(O)cc2)n1C
  -6 | 13
N/C(=N\OC(=O)c1ccc(Br)o1)c1cccnc1
  -9 | 13
COc1cccc(-c2nc(C#N)c(N3CCN(C(=O)c4ccco4)CC3)o2)c1
  -6 | 8
C=C(C)C(=O)Nc1cccc(C2=NOC3(C2)C[C@@H](C(N)=O)N(C(=O)c2ccc(Cl)cc2)C3)c1 (some centres undefined)
  -6 | 15
COc1c2c(cc3oc(=O)c4c5ccc(O)cc5oc4c13)OC(C)(C)CC2
  -7 | 11
CCOC(=O)c1csc(NC(=O)c2ccc(C#N)cc2)n1
  -14 | 18
O=C(NCc1n[nH]c(=S)n1-c1ccc(F)cc1)c1ccc(S(=O)(=O)N2CCCC2)cc1
  -21 | 11
COc1ccc(C(CNc2ccc(S(=O)(=O)N3CCCC3)cc2[N+](=O)[O-])N2CCCC2)cc1 (centres undefined)
  -24 | 6
O=C(NC1CC1)C1=C[C@H](c2c[nH]c3ccccc23)C[C@H](OCCCCO)O1
  -12 | 21
COc1ccc(CCNC2CC(=O)N(CCc3ccccc3)C2=O)cc1 (centres undefined)
  -35 | 17

Later entries:
The line under a structure holds: OX1R antag-1 | OX1R antag-2
Cc1ccc(S(=O)(=O)N[C@@H](CC(C)C)C(=O)N2CCC(C(=O)N[C@H](C(=O)O)C(C)C)CC2)cc1
  -1 | 11
COc1ccccc1N1CCN(C2CC(=O)N(c3ccccc3)C2=O)CC1 (centres undefined)
  -4 | 3
COc1ccc(Cl)cc1NC(=O)CC1CCCC1
  -6 | 4
CC(=O)c1ccc(S(=O)(=O)NCc2cccnc2)cc1
  -11 | -1
COc1ccc(OCC(=O)OCCN(C)C)cc1
  -10 | -2
Cc1ccc(S(=O)(=O)N2C[C@@H]3[C@H]4CC[C@H](C4)[C@@H]3[C@@H](C)[C@@H]2c2cccn2Cc2ccccc2)cc1
  -14 | 11
CCN(CC)C(=O)c1cccc(-c2ccc(OC)cc2)c1
  -19 | 15
Cc1cc(=O)oc(C)c1C(=O)n1nc(C)c2c1C[C@@H]1[C@H]2C1(C)C
  5 | 22
O=C(Nc1ccc2ncccc2c1)c1cc(Cl)ccc1Cl
  -35 | 15
N#Cc1c[nH]n2c(=O)c3c(nc12)CCCC3
  -4 | 5
CC(=O)Nc1cccc(NC(=S)Nc2cccc(Cl)c2C)c1
  0 | 19
O=S(=O)(c1cc(C(F)(F)F)ccc1Cl)N1CCCCCC1
  -27 | 9
CC(C)c1ccc(C2CC(=O)c3cnc(N4CCc5ccccc5C4)nc3C2)cc1 (centres undefined)
  -8 | 5
CCN(CC)CCN(C(=O)c1ccc(CN2CCCCC2)o1)C(C(=O)NC1CCCCC1)c1ccc(F)cc1 (centres undefined)
  -24 | -7
Cc1ccc(S(=O)(=O)N(C)CC(=O)NCCCc2ccccc2)cc1
  -18 | -1
O=C(Nc1ccccc1Cl)N1CCN(Cc2ccc3c(c2)OCO3)CC1
  -29 | 9
COc1ccc(CCNC(=O)Cc2ccc([N+](=O)[O-])cc2)cc1OC
  -10 | 5
O=C(Nc1ccc(OC(F)F)cc1)c1cc(S(=O)(=O)N2CCCCC2)ccc1N1CCOCC1
  -18 | 3
COCCc1nc2ccc(C(=O)N3CCCC(CCCO)C3)cc2o1 (centres undefined)
  -10 | 5
CC(C1CC1)N(Cc1ccccc1)C(=O)NC(=O)c1ccccc1 (centres undefined)
  -7 | 10
Cc1ccc(CC(=O)N2CCN(C(=O)c3ccco3)CC2)cc1
  -20 | 8
CCOc1ncccc1C(=O)NCCc1ccc(S(N)(=O)=O)cc1
  -9 | 9
COCc1c(Br)c(C)[nH]c(=O)c1C#N
  -23 | 26
CCOC(=O)C1C(c2cccc(Cl)c2Cl)NC(=O)NC1(O)C(F)(F)F (centres undefined)
  -18 | 16
COc1cc(NC(=O)c2cc3nc(C)cc(C)n3n2)c(OC)cc1Cl
  -23 | 27
CCOC(=O)C1=C(C)N=C2SCCC(=O)N2C1c1ccc(C(=O)OC)cc1 (centres undefined)
  0 | 26

Four compounds picked at random from the list so far:
The line under a structure holds: OX1R antag-1 | OX1R antag-2
Cc1cc(=O)oc(C)c1C(=O)n1nc(C)c2c1C[C@@H]1[C@H]2C1(C)C
  5 | 22
COc1ccc(OCC(=O)OCCN(C)C)cc1
  -10 | -2
Cc1ccc(S(=O)(=O)N[C@@H](CC(C)C)C(=O)N2CCC(C(=O)N[C@H](C(=O)O)C(C)C)CC2)cc1
  -1 | 11
Cc1ccc(CC(=O)N2CCN(C(=O)c3ccco3)CC2)cc1
  -20 | 8
